# Screening results from PubChem BioAssay.
# CIT2 TOR yeast = modulators of TOR pathway CIT2-GFP in S. cerevisiae. S. cerevisiae CIT2-GFP strain, flow cytometry, 3 h; 100 means same as DMSO wells. 320,000 tested, 0.065% active. AID 2029. GFP response vs DMSO, % at 10 µM;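 active = GFP response relative to DMSO above a set limit, near the screen mean plus 3 SD, cut at about 150% in these data; inconclusive = Fewer than 70 cells measured for a yeast strain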;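 also: ratio of well median GFP fluorescence to mean of DMSO wells on the plate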
# AGP1-GFP MLPCN = alters AGP1-GFP fluorescence in TOR pathway yeast screen. S. cerevisiae AGP1-GFP multiplex flow cytometry, 3 h; GFP as percent of DMSO wells. GFP response vs DMSO, % at 10 µM. 320,000 tested, 0.02% active;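 active = GFP response relative to DMSO above a set limit, near screen average plus 3 SD, cut at about 150% in these data; inconclusive = fewer than 70 cells counted for the yeast strain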;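 also: median GFP channel fluorescence of the gated AGP1 strain per well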
# RPL19A TOR yeast = modulators of TOR pathway RPL19A-GFP in S. cerevisiae. percent response vs DMSO, % at 10 µM. 330,000 tested, 0.3% active. S. cerevisiae RPL19A-GFP strain, flow cytometry, 3 h; stronger effect = lower value;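 active = percent response vs DMSO below 50%; inconclusive = fewer than 70 events counted for the yeast strain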;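 also: median channel GFP fluorescence of the barcoded RPL19A-GFP strain; ratio of sample median GFP to plate DMSO average so 100% = DMSO; lower means less RPL19A-GFP as with rapamycin TOR inhibition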
# LAP4-GFP MLPCN = alters LAP4-GFP fluorescence in TOR pathway yeast screen; 320,000 tested, 0.34% active; GFP response vs DMSO, % at 10 µM; S. cerevisiae LAP4-GFP multiplex, flow cytometry GFP, 3 h; median GFP as percent of DMSO wells;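 active = GFP response vs DMSO above a set limit, about the screen mean plus 3 SD, cut at about 150% in these data; inconclusive = under 70 cell events counted for the yeast strain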
# AHR activator = human AHR activation; P35869; AHR-responsive luciferase reporter cells, luminescence; activation, % at 5 µM; 320,000 tested, 2.5% active; in the data active = activation above about 47%;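 also: 0% = vehicle wells and 100% = reference agonist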
# Target sequence (P35869 whole entry, looked up): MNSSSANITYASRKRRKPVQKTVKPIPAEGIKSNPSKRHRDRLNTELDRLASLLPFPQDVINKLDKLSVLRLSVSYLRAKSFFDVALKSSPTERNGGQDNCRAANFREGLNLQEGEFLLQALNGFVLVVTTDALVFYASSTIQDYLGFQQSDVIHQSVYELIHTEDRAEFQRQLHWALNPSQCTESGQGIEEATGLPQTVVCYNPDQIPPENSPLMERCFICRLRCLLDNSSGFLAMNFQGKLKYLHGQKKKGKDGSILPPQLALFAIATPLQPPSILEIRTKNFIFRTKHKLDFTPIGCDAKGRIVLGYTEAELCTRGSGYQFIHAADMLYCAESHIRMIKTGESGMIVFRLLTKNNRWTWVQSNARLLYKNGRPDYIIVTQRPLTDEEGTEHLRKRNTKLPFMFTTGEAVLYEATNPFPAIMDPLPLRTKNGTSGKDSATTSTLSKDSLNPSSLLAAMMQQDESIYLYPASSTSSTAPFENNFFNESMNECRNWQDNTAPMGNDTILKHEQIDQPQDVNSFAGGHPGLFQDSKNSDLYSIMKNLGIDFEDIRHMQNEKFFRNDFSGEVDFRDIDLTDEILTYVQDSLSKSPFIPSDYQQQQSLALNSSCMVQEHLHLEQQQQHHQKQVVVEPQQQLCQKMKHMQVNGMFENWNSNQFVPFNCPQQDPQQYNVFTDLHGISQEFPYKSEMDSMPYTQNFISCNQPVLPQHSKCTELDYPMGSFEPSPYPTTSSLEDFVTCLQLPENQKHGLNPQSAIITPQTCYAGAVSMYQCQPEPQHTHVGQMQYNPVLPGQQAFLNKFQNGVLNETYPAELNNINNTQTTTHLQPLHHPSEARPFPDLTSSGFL
# Efflux pump mplx = inhibitors of Candida antifungal efflux pumps expressed in yeast; 330,000 tested, 0.44% active; S. cerevisiae Candida pump triplex, Nile Red efflux; inhibition, % at 10 µM;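 active = plate passing quality check with inhibition over a set limit, or well fluorescence over plate mean plus 4 SD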;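 also: Nile Red retained in pooled yeast measured as flow cytometry median fluorescence; 0% = buffer negative control and 100% = Enniatin B positive control; higher means more Nile Red kept so more efflux inhibition; some compounds called inactive have numbers as strong as hits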
# Yeast superoxide = caloric restriction mimetics inhibiting age-related superoxide in yeast. superoxide response (% of plate mean), % at 10 µM. S. cerevisiae aged cells, superoxide DHE fluorescence; stronger effect = lower value. 330,000 tested, 0.18% active. AID 2690;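 active = superoxide response under a set limit, about three screen SD below normal, cut at about 65% in these data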;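 also: yeast aged for seven days with compound at 30 °C before DHE staining; 100% = average MFI of all compound-treated wells on the plate with controls excluded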
# MEP2-GFP yeast = modulators of TOR pathway MEP2-GFP in S. cerevisiae; GFP response vs DMSO, % at 10 µM; S. cerevisiae MEP2-GFP strain, flow cytometry GFP, 3 h; 100% = DMSO control level; 330,000 tested, 0.51% active; AID 2016;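 active = GFP response versus DMSO above a set limit, roughly screen mean plus 3 SD, cut at about 180% in these data; inconclusive = fewer than 70 cells counted for a yeast strain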;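 also: median GFP fluorescence of the barcode-gated MEP2-GFP cells per well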
# An asterisk follows results filed as active; ? = inconclusive; nt = no result given; [ ] = dose if it differs, or a comment.
molecule	CIT2 TOR yeast	AGP1-GFP MLPCN	RPL19A TOR yeast	LAP4-GFP MLPCN	AHR activator	Efflux pump mplx	Yeast superoxide	MEP2-GFP yeast
CCCN(C(=O)COC(=O)CNC(=O)c1ccc2ccccc2c1)c1c(N)n(Cc2ccccc2)c(=O)[nH]c1=O	93	105	96	102	1	-0.1	88	104
Cc1cccc(NC(=O)c2onc3c2CCCC3)c1C	93	96	94	105	3	0.1	96	105
Cn1c(N)c(C(=O)COC(=O)c2cncc(Br)c2)c(=O)n(C)c1=O	94	98	96	93	1	-0.1	94	96
CC(/C=N/NC(=O)c1nnn(-c2nonc2N)c1C(C)C)=C\c1ccccc1	97	89	92	93	-3	0.0	84	89
CCCCN1C(=O)CC(Nc2ccc(CC)cc2)C1=O (stereo not drawn)	93	98	95	99	4	-0.1	93	103
COc1ccc(OC)c(N(CC(=O)Nc2cccc3ccccc23)S(C)(=O)=O)c1	96	105	94	113	-1	0.0	91	104
Cc1nnc(SCC(=O)Nc2ccc3c(c2)COC3=O)n1-c1ccccc1	108	110	97	102	-1	-0.3	102	100
CCOC(=O)[C@@H]1[C@H]2COc3ccccc3[C@@H]2N2C(=O)N(c3ccc(C)cc3)C(=O)[C@@]12C	90	101	96	101	3	0.0	113	95
Cc1cccc(C(=O)NCC(=O)OCc2nc(N)nc(Nc3ccccc3C)n2)c1	106	98	99	98	0	-0.3	95	99
Cn1c(=O)c2c(ncn2CC(=O)Nc2ccc(N3CCOCC3)cc2)n(C)c1=O	90	89	90	87	5	-0.1	117	93
Cc1ccccc1NCC(=O)Nc1cc(S(=O)(=O)N2CCCCC2)ccc1C	100	100	100	105	-1	-0.2	84	97
CCc1ccc(NC(=O)C2CC(=O)Nc3ncnn32)cc1 (stereo not drawn)	89	122	97	101	1	-0.2	103	97
O=C(NC1CS(=O)(=O)CC1NCc1ccccc1)c1ccccc1 (stereo not drawn)	93	115	102	105	1	0.0	104	103
Cc1cc(C)n(-c2cc(N3CCOCC3)ncn2)n1	94	95	99	107	8	-0.3	90	103
Cc1ccc(CS(=O)(=O)Cc2ccc(C(=O)NCc3ccco3)o2)cc1	92	92	96	96	2	0.1	105	98
CC(C(=O)N/N=C/c1ccc(N(C)C)c(Br)c1)N(c1ccccc1)S(C)(=O)=O (stereo not drawn)	88	84	89	76	13	0.0	99	92
COc1ccc(C(=O)NCc2nnc(SCC(=O)Nc3cccc(OC)c3)o2)cc1	97	97	96	91	1	0.1	108	92
O=C(CCCCCn1c(=S)[nH]c2ccccc2c1=O)NCc1ccc2c(c1)OCO2	nt	111	111	110	7	-0.3	99	106
COCCN(C(=O)COC(=O)Cc1cccc2ccccc12)c1c(N)n(Cc2ccccc2)c(=O)[nH]c1=O	98	98	102	103	-1	0.9	99	113
Cc1nc(N2CCOCC2)[nH]c(=O)c1[N+](=O)[O-]	101	103	99	103	-2	0.0	75	98
Cc1cccc(C(=O)c2ccccc2C(=O)O)c1O	96	99	100	102	2	0.2	98	102
COCCn1nnnc1C(CC(C)C)N1CCN(c2nc3ccccc3s2)CC1 (stereo not drawn)	99	102	103	103	-1	0.0	107	100
COc1ccc(-c2csc(N3CCSCC3)n2)cc1	98	99	99	105	-2	0.0	92	96
O=C(c1c(F)cccc1F)N(Cc1ccccc1)Cc1ccccc1	105	102	106	92	-2	0.0	99	103
Cc1c(NC(=O)NC2CCCCC2)cccc1[N+](=O)[O-]	101	102	102	100	12	0.3	229	104
CC1/C(=C\c2ccc(Cl)cc2)C(=O)C2CC1C2(C)C (stereo not drawn)	87	93	97	95	1	0.0	105	92
CSCC[C@H](NC(=O)C1CCN(S(=O)(=O)c2ccccc2)CC1)C(=O)NC1CC1	104	100	97	91	-2	-0.2	101	92
O=C(c1ccccc1)C(O)(Cc1ccccc1)c1ccccc1 (stereo not drawn)	101	104	101	110	0	-0.1	91	103
O=C(Nc1ccc(Cl)cc1)Nc1cnccn1	98	102	102	97	-5	0.0	107	108
O=C(CCC(=O)OCc1ccc(Cl)cc1)Nc1ccccc1	93	89	104	99	-2	0.4	97	113

# Further results.
molecule	CIT2 TOR yeast	AGP1-GFP MLPCN	RPL19A TOR yeast	LAP4-GFP MLPCN	AHR activator	Efflux pump mplx	Yeast superoxide	MEP2-GFP yeast
Cc1noc(C)c1CSCC(=O)Nc1ccc(S(C)(=O)=O)cc1	87	92	95	92	1	-0.1	105	95
CC(=O)Nc1ccc(NC(=O)C(C)OC(=O)/C=C/c2ccc3c(c2)OCO3)cc1 (stereo not drawn)	109	100	93	97	-1	0.0	90	?
Cc1ccc(NC(=S)NCc2ccc(S(N)(=O)=O)cc2)c(C)c1	97	97	96	97	3	0.2	101	100
O=c1cc(CO)oc(C(Nc2ccccn2)c2ccsc2)c1O (stereo not drawn)	112	102	95	93	10	0.0	89	97
CCOc1ccc(CCNC(=O)COC(=O)COc2ccc(C#N)cc2)cc1OCC	95	101	101	97	0	0.1	142	94
CCOc1ccccc1NC1=CC(=O)CC(c2ccccc2)C1 (stereo not drawn)	102	93	90	88	17	0.0	97	84
N#C/C(=C\c1ccccc1Br)C(=O)NC1CC1	68	94	96	130	3	0.1	94	90
Cc1ccc(NC(=O)C(=O)c2c(-c3ccccc3)cc3ccccn23)cc1S(=O)(=O)N1CCOCC1	102	93	95	96	-1	-0.1	68	101
Cc1ccc(NC(=O)CCCCCCCCCCC2COCCO2)c(C)c1 (stereo not drawn)	99	96	108	94	-3	0.1	101	111
O=C(NCc1cccnc1)c1ccccc1-c1nc(-c2ccccc2)no1	103	96	105	97	3	0.0	106	100
C=CCNC(=S)NNC(=O)c1csc(C)c1C	100	102	106	95	3	0.4	121	102
Cc1ccc(S(=O)(=O)N(C)c2ccc(OCC(=O)N3CCCC(C(F)(F)F)C3)cc2)cc1 (stereo not drawn)	88	100	92	103	6	-0.1	96	99
CC(C)NCC(O)COCCOc1ccc(Cl)cc1 (stereo not drawn)	106	121	104	111	-1	0.1	83	100
O=C(NCc1ccccn1)C(=O)NCC1OCCN1S(=O)(=O)c1ccc(F)cc1 (stereo not drawn)	102[may fluoresce green]	101[may fluoresce green]	101[may fluoresce green]	99[may fluoresce green]	1	-0.1	99	100[may fluoresce green]
Cc1cc(C)c2c(N)c(C(=O)c3ccccc3)sc2n1	98	102	94	108	14	0.3	95	101
O=C(/C=C/c1ccccc1[N+](=O)[O-])Nc1cccnc1	101	108	106	100	145*	0.0	105	103
O=C(OCc1nc2ccsc2c(=O)[nH]1)c1cc(Br)c(Br)s1	91	94	111	92	5	0.7	125	106
CC(=O)Nc1ccc(C2NC(=O)CCC2[N+](=O)[O-])cc1 (stereo not drawn)	99	100	106	92	0	0.0	95	114
FC(F)(F)c1cccc(-c2nnc(-c3ccccc3)c(N3CCOCC3)n2)c1	97	89	96	101	2	0.3	116	103
CC(=O)Nc1c(O)n(C)c2ccccc12	103	104	99	97	1	-0.2	87	105
COc1ccc(/C=C/C(=O)NCCCc2ccccc2)cc1	81	78	95	99	10	0.2	96	84
CN(/N=C/c1ccc2c(c1)OCO2)c1nc(N2CCOCC2)nc(N2CCOCC2)n1	98	107	96	111	1	0.1	103	102
Cc1cccc(/C=N/NC(=O)c2cccc([N+](=O)[O-])c2)n1	96	97	96	97	2	-0.2	106	89
CCCCCCSc1ccc([C@H]2N[C@@](Cc3ccccc3)(C(=O)OC)[C@H]3C(=O)N(C)C(=O)[C@@H]23)cc1OC	94	91	99	109	0	-0.1	97	100
COc1ccc(-c2csc(NC(=O)CCNC(=O)c3ccco3)n2)cc1OC	101	106	102	107	3	-0.2	88	101
Cc1ccc(OCC(=O)OC(C)CN(C)Cc2ccccc2)cc1 (stereo not drawn)	105	101	98	95	-1	-0.1	101	89
COc1cccc(NC(=O)c2ccc(S(=O)(=O)NCc3cccnc3)cc2)c1	98	94	95	90	3	-0.1	90	97
CC(CC(=O)Nc1nncs1)c1ccccc1 (stereo not drawn)	99	91	92	85	0	-0.1	110	96
O=C(CSc1nc(-c2cccs2)cc(C(F)(F)F)n1)NCCCn1ccnc1	102	96	93	96	8	-0.1	106	93
COc1ccc(NC(=O)c2csc(Cc3ccccc3)n2)cc1	?	18[may fluoresce violet]	45*[may fluoresce violet]	103[may fluoresce violet]	32	0.0	92	530*[may fluoresce violet]

# Carrying on.
molecule	CIT2 TOR yeast	AGP1-GFP MLPCN	RPL19A TOR yeast	LAP4-GFP MLPCN	AHR activator	Efflux pump mplx	Yeast superoxide	MEP2-GFP yeast
Cc1cc(OCC(=O)Nc2ccc(CCO)cc2)c2c(C)c(C)c(=O)oc2c1	97	91	88	89	2	0.6	96	94
CCCn1cc(S(=O)(=O)CC(=O)Nc2ccc(OC)cc2OC)c2ccccc21	93	99	98	100	0	0.1	103	104
Cc1cc(S(=O)(=O)NCCc2ccncc2)cc(C)c1F	100	112	106	106	3	-0.1	111	96
CCOC(=O)CNC(=O)c1c(C)nn(C)c1Cl	107	102	105	99	1	0.2	108	119
COc1cc(C2NC(=O)N(C)C(C)=C2C(=O)OCc2ccccc2)cc(Br)c1O (stereo not drawn)	101	98	100	94	0	0.0	102	107
CC(C)c1ccc(C(C(=O)NC(C)(C)C)N(C(=O)CNC(=O)c2ccco2)c2cccnc2)cc1 (stereo not drawn)	93	103	102	94	-1	0.0	87	96
COc1cc([C@H](Cc2ccccc2)NC(C)=O)oc(=O)c1	92	96	93	99	2	-0.1	83	111
O=CNCC(=O)NC1CCCCCC1	99	105	101	98	2	-0.1	109	104
CC12CC(NC(=O)N1c1ccc(C(=O)N3CCN(c4ccc(F)cc4)CC3)cc1)c1ccccc1O2 (stereo not drawn)	100	116	117	117	7	0.0	98	103
CC(=O)NCCC(=O)Nc1cc(S(=O)(=O)N2CCOCC2)ccc1N1CCOCC1	98	80	95	111	0	0.0	87	65
CCCCOC(=O)n1ccc(C(=O)Nc2ccccc2OC)n1	94	90	93	95	-2	1.0	89	96
COC(=O)C1CCN(C(=O)COC(=O)c2cc(-c3cccs3)nn2-c2ccccc2)CC1	107	113	101	113	0	0.0	92	103
CCCCC(=O)Oc1cc(C)[nH]c(=O)c1[N+](=O)[O-]	105	106	111	89	-3	0.1	94	106
O=C(NCCN1CCN(c2ccccc2)CC1)c1cccc(Cl)c1	103	99	98	93	1	-0.3	87	113
S=C(NCc1ccc2c(c1)OCO2)Nc1ccc(-c2nc3ccccc3[nH]2)cc1	105	101	108	95	22	-0.1	91	96
COc1ccc(NC(=O)N(C)C[C@H]2Oc3c(NC(=O)c4ccncc4)cccc3C(=O)N([C@H](C)CO)C[C@@H]2C)cc1	99	98	93	108	0	-0.1	85	94
O=C1NCC(COc2ccc(Cl)cc2)O1 (stereo not drawn)	96	103	97	109	0	0.1	106	99
O=C(O)c1oc2ccccc2c1CSCc1ccccc1	85	93	94	97	-2	-0.1	80	92
CC1(C)CC(N(Cc2ccc(F)cc2)C(=O)c2ccc(F)cc2)CCO1 (stereo not drawn)	104	106	103	110	-1	-0.1	108	98
O=C(c1ccccc1)C1CCN(C(=O)c2c(F)cccc2F)CC1	100	92	104	90	0	0.2	129	122
COc1cccc(/C=N/NC(=O)c2[nH]nc3c2CCc2ccccc2-3)c1O	86	93	97	91	32	0.3	98	91
